PAX8 reporter: inhibitors of PAX8 transcriptional activity in RMG-I cells; RMG-I TPO-luciferase reporter, SteadyGlo, 24 h; inhibition, % at 12.6 µM; hit rate 1.2% among 360,000; AID 652154;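 active = mean replicate inhibition at least 60% with every replicate also reaching 60%; inconclusive = only one of the two criteria is met; inactive = mean below 60% and not all replicates reaching 60%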;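 note: luciferase light reporting Pax8 driven TPO promoter activity; plate controls were median of neutral control wells for no effect and mitoxantrone controls for full effect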
DENV2 CPE rescue: DENV2-induced cell death inhibition; CPE inhibition, % at 9.99 µM; hit rate 1.7% among 350,000; DENV2-infected cells, cytopathic effect rescue, plate reader; in the data active = CPE inhibition above about 20%, passing the limit was not always enough; inconclusive = no clear call, values can overlap the other calls; tested in BHK-21 cells;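 note: 0% = median of neutral control wells and 100% = median of positive control wells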
ARNT TACC3 PPI: ARNT/TACC3 interaction disruption | Q9Y6A5 | AID 623870 | hit rate 0.66% among 390,000 | AlphaScreen His-ARNT PAS-B/GST-TACC3 binding, luminescence; TACC3 fragment carries E629A point mutation | inhibition, % at 9.99 µM;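 active = mean inhibition of replicates at least 50% and at least half of replicates each reaching 50%; inconclusive = half or more replicates reach 50% but mean below 50%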;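 note: 0% = complete ARNT plus TACC3 wells and 100% = ARNT alone without TACC3; many hits fall short of the cut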
XiGFP reactiv: activators of X-chromosome reactivation in mouse fibroblasts. XiGFP mouse fibroblasts, % GFP-positive cells imaging, 3 d; cells co-treated with 5-aza-dC sensitizer; scaled so ellipticine positive control = 100%. activation, % at 7.58 µM. hit rate 0.055% among 360,000. AID 743238;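 active = mean normalized replicate activation at least 10% and every replicate at or above 10%; inconclusive = only one of the two criteria met; inactive = mean below 10% and not all replicates reach 10%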;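 note: 0% = median of on-plate neutral control wells and 100% = ellipticine 6 µM median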
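material = 68-5-11 XiGFP fibroblast line | medium = DMEM plus 5-aza-dC sensitizer | schedule = 3 days compound exposure | benchmarks = positive control ellipticine, 6 µM final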
ERp5 block: ERp5 (human) disulfide isomerase inhibition. hit rate 0.05% among 350,000. AID 651711. ERp5 insulin aggregation, absorbance 650 nm, 90 min. inhibition, % at 9.99 µM;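 active = mean replicate inhibition above about 25%, with every replicate also reaching it, limit read from the data, passing the limit was not always enough; inconclusive = only one of those two criteria met; inactive = neither criterion met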
Target sequence (Q15084 whole entry, looked up): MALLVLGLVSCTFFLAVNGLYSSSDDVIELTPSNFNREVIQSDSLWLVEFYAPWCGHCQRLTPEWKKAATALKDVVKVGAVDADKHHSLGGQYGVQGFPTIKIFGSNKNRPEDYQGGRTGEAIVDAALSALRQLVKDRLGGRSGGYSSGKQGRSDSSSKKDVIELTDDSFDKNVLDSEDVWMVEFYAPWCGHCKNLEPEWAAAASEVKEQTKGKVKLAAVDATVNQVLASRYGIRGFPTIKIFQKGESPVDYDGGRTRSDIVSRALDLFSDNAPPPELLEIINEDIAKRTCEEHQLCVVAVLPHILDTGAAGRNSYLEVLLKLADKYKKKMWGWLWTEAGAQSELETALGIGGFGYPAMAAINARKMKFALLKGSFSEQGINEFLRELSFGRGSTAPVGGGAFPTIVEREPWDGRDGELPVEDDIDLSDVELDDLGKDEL
INS-1E GSIS act: primary screen for activators of insulin secretion dependent on glucose, INS-1E cells, GLuc reporter luminescence | hit rate 0.61% among 370,000 | INS-1E GLuc reporter insulin secretion, 2-3 h | activation, % at 16.6 µM;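 active = lowest replicate activation of at least 40%, so every replicate reaches that level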;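 note: 0% = median of neutral control wells and 100% = median of IBMX positive control wells; some compounds called inactive have numbers as strong as hits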
CFTR F508del cor: CFTR F508del correction in bronchial cells | CFBE cells, YFP halide quenching; stimulated with forskolin plus potentiator P3; % fluorescence drop versus neutral controls | hit rate 0.36% among 350,000 | activity (quench increase), % at 7.58 µM;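 active = mean added fluorescence quench of at least 8% versus neutral control, with both replicates also reaching 8%; inconclusive = only one of the mean or replicate conditions met; inactive = mean below 8% and not both replicates reaching 8%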;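 note: cells transiently co-express mutant CFTR-F508del with the halide-sensitive YFP; corrector assay measuring rescue of mutant channel to the surface after 24 h compound exposure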
EWS-Fli inh: EWS/Fli transcriptional activity inhibition | hit rate 0.67% among 350,000 | A673 NR0B1-luciferase reporter, viability-normalised | inhibition, % at 12.6 µM;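 active = mean inhibition of at least 50% after viability correction, with every replicate also passing that limit; inconclusive = mean reaches 50% but only one of two replicates passes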;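 note: firefly luciferase signal divided by Alamar Blue viability fluorescence both relative to DMSO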
An asterisk follows results filed as active; ? = inconclusive; nt = not tested or not shown; & = joins results of further samples.

SMILES	PAX8 reporter	DENV2 CPE rescue	ARNT TACC3 PPI	XiGFP reactiv	ERp5 block	INS-1E GSIS act	CFTR F508del cor	EWS-Fli inh
CCSc1nnc(NC(=O)Cn2cnc3c2c(=O)n(C)c(=O)n3C)s1	-3	-1	1	-0.2	9	0	-3.6	-1
C[C@H](CO)N1C[C@H](C)[C@@H](CN(C)C(=O)Nc2ccc(C(F)(F)F)cc2)Oc2ccc(NC(=O)CCC(F)(F)F)cc2CC1=O	2	1	1	-0.1	nt	-19	-1.6	0
C=C(C)C(=O)Nc1cccc(C2=NOC3(C2)C[C@@H](C(N)=O)N(C(=O)/C=C/C=C/C)C3)c1 (some centres not stated)	-6	-9	-2	-0.5	6	nt	1.7	-10
O=C1Cc2cc(S(=O)(=O)Nc3ccccc3Cl)cc3c2N1CCC3	2	-9	-4	0.0	5	11	1.7	-2
CCOc1cc(CN2CCCC(N3CCc4ccccc4C3)C2)ccc1O (configuration not stated)	15	-2	2	0.0	-3	nt	-1.5	4
CC(OC(=O)c1nsc(Cl)c1Cl)C(=O)NCc1ccc2c(c1)OCO2 (configuration not stated)	nt	8	-19	nt	1	1	-1.5	9
O=C(/C=C\NCC(=O)c1ccccc1)c1ccc2ccccc2c1	-21	20	-4	0.1	-7	6	3.2	-18
COc1cccc(/C=N/Nc2nc(Nc3ccc([N+](=O)[O-])cc3)nc(N3CCCC3)n2)c1O	95*	-3	6	0.3	6	6	-2.9	12
CC1CCCN(C(=O)c2cc(-c3ccco3)nc3ccccc23)C1 (configuration not stated)	-3	4	nt	-0.1	4	47	-3.2	-7
COc1ccccc1-c1ccc2c(c1)O[C@H](CN(C)C)[C@@H](C)CN([C@H](C)CO)S2(=O)=O	nt	-10	-5	-1.0	-1	11	2.0	-4
CC=Cc1ccc2n(c1=O)C[C@H]1[C@H](CO)[C@@H](C(=O)NCC)[C@@H]2N1C(=O)c1ccc(F)cc1 (mixture of isomers)	7	-3	-10	0.0	-5	14	-1.2	-9
Cc1cccc(NC(=O)CSc2nnc(NC(=O)c3ccco3)s2)c1	-15	4	1	0.2	2	11	-0.7	11
COc1ccccc1C(=O)NCCC(=O)Nc1ccc(S(=O)(=O)Nc2ncccn2)cc1	1	-5	0	0.2	-1	nt	0.0	-2
COc1ccccc1C#Cc1ccc([C@@H]2[C@@H](CO)N3CCCCN(CCC(F)(F)F)C[C@@H]23)cc1	14	1	7	0.0	-1	-27	-2.4	8
CCCN(Cc1ccccc1)C(=S)Nc1cccc(C)c1C	-4	4	-3	0.2	1	2	-0.1	9
COc1cccc(CNC(=O)CCNC(=O)N2CC(=O)Nc3ccccc32)c1	-8	-1	nt	0.3	-1	17	3.3	9
O=c1cnc2cc([N+](=O)[O-])ccc2[nH]1	17	3	-1	0.1	-6	0	2.7	-8
CCc1cccc(NC(=S)N(CCN(C)C)C(C)c2ccncc2)c1 (configuration not stated)	-16	1	6	0.1	-2	16	-0.5	-1
O=C(NCCc1ccccc1C(F)(F)F)C1CCC(=O)N(C2CC2)C1 (configuration not stated)	nt	5	2	0.4	3	8	1.5	nt
CC(C)(C)OC(=O)N[C@@H](C(=O)OC(C)(C)C)c1ccc2ccccc2c1	8	nt	-6	0.1	0	3	2.7	-3
C[C@H](CO)N1C[C@H](C)[C@@H](CN(C)Cc2ccc(Oc3ccccc3)cc2)Oc2ccc(NS(=O)(=O)c3ccc(Cl)cc3)cc2C1=O	nt	12	1	-1.1	-7	-1	3.7	-5
CC1CCCC(C)N1C(=O)c1ccc(S(=O)(=O)N2CCCC2)cc1 (configuration not stated)	3	5	-10	0.0	5	11	-3.2	-5
COC(=O)c1ccc(NC(=O)c2cc3c(CO)cnc(C)c3oc2=Nc2cccc(C(N)=O)c2)cc1	-3	-1	15	0.0	2	-4	0.4	5
CCOC(=O)c1ccc(N2C(=O)CC(Nc3ccc(O)cc3)C2=O)cc1 (configuration not stated)	7	3	-1	nt	-3	-16	-1.1	6
CCCCc1cc(=O)oc2cc(OCC(=O)NCC3CCC(C(=O)O)CC3)ccc12 (configuration not stated)	nt	-11	-4	nt	-6	3	-0.5	5
Cc1ccc(NC(=O)CSCC(=O)NC2=NCCS2)cc1	0	nt	nt	0.1	0	4	1.5	-1
COc1ccc([C@@H]2C[C@H]3[C@@H](CN2S(=O)(=O)c2ccccc2)C(=O)C[C@@H](c2ccccc2F)N3S(=O)(=O)c2ccc(C)cc2)cc1	33	2	nt	0.1	-4	9	-3.5	7
COC(=O)[C@]1(Cc2ccccc2)N[C@H](c2ccc(-c3ccc(Cl)c(Cl)c3)cc2)[C@@H]2C(=O)N(C)C(=O)[C@@H]21	20	8	-1	0.1	-4	-8	2.9	1
CC(C)CCOC(=O)C[N+](C)(C)CCOC1CC2CCC1(C)C2(C)C (configuration not stated)	24	nt	nt	0.0	-2	-33	0.1	0
CC(C)NC(=O)N(C)C[C@H]1Oc2ccc(NC(=O)c3ccncc3)cc2CC(=O)N([C@@H](C)CO)C[C@H]1C	-3	7	23	-0.3	2	18	0.4	4

Record cards, as listed above. Order of values: PAX8 reporter | DENV2 CPE rescue | ARNT TACC3 PPI | XiGFP reactiv | ERp5 block | INS-1E GSIS act | CFTR F508del cor | EWS-Fli inh
`CCCCc1cc(=O)oc2cc(OCC(=O)NCC3CCC(C(=O)O)CC3)ccc12` (configuration not stated) as listed: nt | -11 | -4 | nt | -6 | 3 | -0.5 | 5
`COC(=O)[C@]1(Cc2ccccc2)N[C@H](c2ccc(-c3ccc(Cl)c(Cl)c3)cc2)[C@@H]2C(=O)N(C)C(=O)[C@@H]21` as listed: 20 | 8 | -1 | 0.1 | -4 | -8 | 2.9 | 1

(cont.)
SMILES	PAX8 reporter	DENV2 CPE rescue	ARNT TACC3 PPI	XiGFP reactiv	ERp5 block	INS-1E GSIS act	CFTR F508del cor	EWS-Fli inh
O=C(C[C@@H]1C[C@H]2c3cc(NS(=O)(=O)c4ccccc4)ccc3O[C@H]2[C@@H](CO)O1)N1CCOCC1	3	4	nt	0.0	-2	17	1.2	-1
COc1ccc(C(CNC(=O)COc2ccccc2C)N2CCCC2)cc1 (configuration not stated)	-7	17	5	0.0	0	4	-1.6	-3
CCCCc1c(O)nc(SCC(=O)N2CCCCCC2)[nH]c1=O	7	-2	14	0.0	-4	nt	-0.2	3
CCC(=O)N1C[C@@H](C)[C@H](OC)CN(C)C(=O)c2ccc(NC(=O)c3ccccc3)cc2OC[C@@H]1C	-17	1	32	0.3	-1	-4	-3.0	-10
O=C(c1cccc(F)c1)N1C[C@H]2[C@@H](c3ccccc31)[C@@H](CO)N2C(=O)C1CCCCC1	1	-4	3	-0.1	-2	13	-1.2	2
CCN1C(=O)c2ccccc2S(=O)c2ccc(C(=O)NCCCN3CCCC3=O)cc21 (configuration not stated)	-8	-7	-8	0.1	-1	-2	-1.0	1
C[C@@H]1CN([C@H](C)CO)C(=O)CCCn2cc(nn2)CO[C@@H]1CN(C)Cc1ccc2c(c1)OCO2	nt	8	-4	0.1	11	1	-0.4	-5
CCC(C)(C)NC(=O)C(c1ccc(OC)cc1)N(C(=O)CCC(=O)Nc1cc(C)on1)c1ccc(OC)c(OC)c1 (configuration not stated)	3	-4	-5	0.0	-3	-23	2.4	2
CSCc1ccc(C(=O)OCC(=O)NC2CCCC2)o1	-8	1	nt	0.1	1	nt	nt	-4
COc1cccc(NC(=O)N2CC(=O)N3[C@@H](CO)[C@H](c4ccc(C#CC5CCCCC5)cc4)[C@@H]3C2)c1	7	1	nt	0.1	0	-3	4.7	-8
O=c1oc2ccccc2cc1-c1nc2c(s1)CCCC2	nt	2	1	nt	-8	2	0.4	60*
COc1ccccc1NC(=O)c1ccc(NC(=O)CN2CCN(C(=O)c3ccco3)CC2)cc1	5	1	-4	0.3	-6	-3	2.6	4
CN1C(=O)c2cc(NC(=O)NCc3ccccc3)ccc2OC[C@@H]2O[C@H](CC(=O)NCC3CCCCC3)CC[C@H]21	7	?	nt	0.0	1	-16	-3.2	8
CCc1nc(SCC(=O)Nc2ccc([N+](=O)[O-])cc2)n[nH]1	-1	-3	2	0.1	4	-14	-2.7	nt
CC(=O)c1cccc(Oc2ncccn2)c1	-17	-5	9	0.0	2	17	1.0	1
Clc1nnc(N2CCCCC2)c2ccccc12	6	6	1	0.0	2	-12	-0.1	-4
O=C(Cc1cccc(NC(=O)C2CCCN(C(=O)C3CC3)C2)c1)Nc1cccc(C(=O)N2CCCC2)c1 (configuration not stated)	-1	-12	-4	0.0	-1	10	-0.8	-10
COc1ccc(-n2c(C)cc(-c3cn4cccc(C)c4n3)c2C)cc1	38	-3	-5	0.3	-1	-4	2.6	-2
COc1cc(C(=O)OC(C)c2ccc(F)cc2)ccc1OCC(=O)N1CCOCC1 (configuration not stated)	-3	-4	-4	0.2	2	3	2.4	3
C/C=C/c1ccc2c(c1)O[C@@H](CN(C)C(=O)c1cccnc1)[C@H](C)CN([C@@H](C)CO)S2(=O)=O	-9	-8	5	-0.1	-6	5	-0.5	-3
O=C(C[C@@H]1C[C@H]2c3cc(NC(=O)Nc4ccccc4)ccc3O[C@H]2[C@@H](CO)O1)NC1CCCCC1	-10	7	-4	0.6	7	7	-1.4	7
Cc1ccccc1S(=O)(=O)N(C)C[C@H]1OCc2cn(nn2)CCCC(=O)N([C@@H](C)CO)C[C@@H]1C	5&11	3&-3&20	-20&2	1.1&-0.1	-5&5&1	-5&2	-1.2&0.8&-0.8	-5&4&1
C[C@@H]1CN([C@H](C)CO)C(=O)c2cccc(NC(=O)c3ccncc3)c2O[C@H]1CN(C)Cc1ccc(Oc2ccccc2)cc1	35	-9	9	0.0	2	-34	-1.8	5
CCCc1ccc(Oc2cc(N3CCOCC3)nc(-c3ccccc3)n2)cc1	nt	4	4	nt	11	-4	-2.9	-16
CN(CC(=O)Nc1c(Cl)cccc1Cl)C(=O)c1ccc2nc[nH]c2c1	0	nt	-2	-0.1	3	13	-2.2	-3
CCOC(=O)CON1C(=O)C(=O)N(OCC(=O)OCC)C2CCCCC21 (configuration not stated)	3	-4	-6	0.2	3	-4	-1.9	6
O=C(C[C@@H]1C=C[C@H](NC(=O)c2ccc3c(c2)OCO3)[C@@H](CO)O1)NCc1ccc(F)cc1	-1	-2	-23	0.5	5	-3	0.6	-14
Cc1cc(NC(=O)CSc2nnc(-c3ccco3)n2N)no1	3	4	-6	0.1	-25	-13	0.2	-17
Cc1ccc(S(=O)(=O)Nc2ccc3c(c2)C(=O)N(C)[C@@H]2CC[C@@H](CC(=O)NCCc4ccncc4)O[C@@H]2CO3)cc1	-5	4	-4	0.0	5	-2	1.9	0
O=C(CCn1c(=O)c2ccccc2n(Cc2cccc([N+](=O)[O-])c2)c1=O)N1CCc2ccccc2C1	6	nt	2	-0.1	nt	-37	nt	nt
CN1C(=O)c2cc(NC(=O)Cc3cccs3)ccc2OC[C@H]2O[C@H](CC(=O)N[C@H]3CCN(Cc4ccccc4)C3)CC[C@H]21	3	-3	-11	0.1	0	0	nt	5
CCOC(=O)N1CCN(S(=O)(=O)c2ccc(C(=O)Nc3nnc(C)o3)cc2)CC1	2	2	nt	0.3	2	11	-0.6	-11
COc1ccc(S(=O)(=O)N[C@H]2C=C[C@H](CC(=O)NCCc3ccccc3)O[C@@H]2CO)cc1	12	-11	-5	-0.3	-3	-5	-0.4	5
O=S(=O)(NCCc1csc(-c2ccccc2)n1)c1cccnc1	-5	-1	44	0.0	0	-19	2.4	19
CN(CC(=O)Nc1ccccc1Br)C(=O)C1CCN(C(=O)c2ccc(Cl)cc2)CC1	-13	-3	-2	0.0	3	-6	0.5	nt
